USP2a inh = qHTS Assay for Inhibitors of Ubiquitin-specific Protease USP2a Using CHOP2 as the Reporter | USP2 core, Ub-CHOP2 coupled fluorogenic reporter, 485/531 | Potency, µM (highest dose often 38.3 µM), inactives show top-dose activity change, negative = inhibition, actives largely listed as inhibitors | hit rate 0.01% among 330,000;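 further: potency means the concentration at half of the fitted maximal effect; plate controls were DMSO wells for no effect and full inhibition by NEM control for full effect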
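Cell-free coupled assay: 10nM USP2 core preincubated 30min RT with compound in Tris-HCl pH 8.0/CaCl2/CHAPS buffer, then 25nM Ub-CHOP2 and 25nM reporter substrate; fluorescence (Ex 485/Em 531) read after 60min RT, normalized to NEM inhibition, concentration-response curves fitted.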
Giardia kill = Small Molecules that selectively kill Giardia lamblia: qHTS | activity change, % at 7.66 µM, hits read low | AID 540267, 2011 | Giardia lamblia trophozoite viability | hit rate 0.15% among 340,000; in the data active means activity change below about -80%; inconclusive means between about -30% and that limit;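 further: parasites exposed to compound for two days anaerobically before the ATP read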
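Media and compound were dispensed first, then trophozoites at 100 cells/well; plates sat 48 hrs at 37 deg C without oxygen before ATP luminescence reagent was added and read after 15-30 min at room temperature.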
B2AR arrestin = qHTS assay of beta-arrestin-biased ligands of beta2-adrenergic receptor. hit rate 0.02% among 330,000. AID 492947, 2010. beta-arrestin recruitment to beta2AR, cell-based reporter. Beta-2 adrenergic receptor (Homo sapiens), P07550. Potency, µM (doses to about 46.1 µM), for inactives: at the highest dose activation, actives largely listed as activators;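 further: potency means the concentration at half of the fitted maximal effect; 0% = DMSO controls and full agonism = EC100 isoproterenol or metaproterenol; nearly all actives have a fitted effect of over 65% in size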
KCNH2 WT inh = qHTS for Inhibitors of KCHN2 3.1: Wildtype qHTS. Voltage-gated inwardly rectifying potassium channel KCNH2 (Homo sapiens), Q12809. U2OS, BacMam KCNH2, thallium flux FluxOr; active compounds read low. activity change, % at 1.84 µM. hit rate 0.37% among 340,000. AID 720551, 2013;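 active means maximum activity change below -70%; inconclusive means maximum activity change between -70% and -50%; inactive means maximum activity change above -50%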
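U2OS cells transduced with wild-type KCNH2 virus are loaded with FluxOr dye for 45 min, and thallium flux is measured in kinetic reads before and after stimulation buffer. Rate constants are normalized to DMSO controls.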
GALK inhibitor = qHTS Assay for Inhibitors of Human Galactokinase (GALK). P51570. Purified GALK, Kinase-Glo residual ATP luminescence. Potency, µM (titrated, usually from 57.5 µM), without a hit: at the top dose activity change, negative = inhibition, most hits filed as inhibitors. hit rate 0.007% among 270,000; further: potency means the concentration at half of the fitted maximal effect
Target sequence (P51570 whole entry, looked up): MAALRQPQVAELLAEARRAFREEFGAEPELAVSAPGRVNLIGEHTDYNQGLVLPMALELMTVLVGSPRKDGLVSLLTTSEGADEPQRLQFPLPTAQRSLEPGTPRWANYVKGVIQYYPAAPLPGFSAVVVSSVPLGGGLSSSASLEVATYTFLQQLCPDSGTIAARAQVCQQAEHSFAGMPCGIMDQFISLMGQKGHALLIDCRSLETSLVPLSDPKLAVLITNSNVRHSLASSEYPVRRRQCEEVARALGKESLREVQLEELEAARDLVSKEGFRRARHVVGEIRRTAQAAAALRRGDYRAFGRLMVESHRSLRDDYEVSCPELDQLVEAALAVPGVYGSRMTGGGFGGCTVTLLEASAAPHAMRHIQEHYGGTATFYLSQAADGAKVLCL
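5 nM enzyme, 35 uM ATP, 100 uM galactose, 20 mM HEPES pH8.0, 5 mM MgCl2; 1 h RT; residual ATP by Kinase-Glo Plus luminescence, qHTS format.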
FBPA coupling cs = qHTS Assay for Inhibitors of Fructose-1,6-bisphosphate Aldolase from Giardia Lamblia: Coupling assay counterscreen; hit rate 0.67% among 290,000; coupling enzyme system counterscreen, AmpLite Red fluorescence; activity change, negative = inhibition, % at 58.2 µM, hits read low; in the data active means activity change below about -30%
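Counterscreen lacking aldolase: glyceraldehyde-3-phosphate coupling-enzyme reagent preincubated 10 min at RT with compound (at 57.5 uM final), then substrate/coupling system with AmpLite Red added; fluorescence read at 525/598 nm after 20 min RT.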
Eya2 phos inh = qHTS Assay for Inhibitors of the Phosphatase Activity of Eya2; Protein phosphatase EYA2 (Homo sapiens), O00167; recombinant Eya2, OMFP fluorescence dephosphorylation (OMFP is methylfluorescein phosphate); Potency, µM (highest dose often 76.9 µM), inactives show at the top dose activity, negative = inhibition, usual class: inhibitors; hit rate 0.006% among 330,000; AID 488837, 2010; further: potency means the concentration at half of the fitted maximal effect
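Eya2 (0.2 uM) preincubated 10 min at ambient with compound, then OMFP substrate added at 50 uM; 10 min reaction in 50 mM HEPES pH 7.5, 50 mM NaCl, 5 uM MgCl2, 0.05% BSA, 1 mM DTT. Fluorescence read at Ex 485/Em 525 nm.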
PKM2 activator = qHTS Assay for Activators of Human Muscle isoform 2 Pyruvate Kinase; purified PKM2, Kinase-Glo ATP luminescence, activation; response scale: 0% is enzyme alone, no compound; hit rate 0.34% among 260,000; Pyruvate kinase PKM (Homo sapiens), P14618; Potency, µM (doses to about 57.5 µM), for the others: at the top dose activation, hits mostly activators; further: potency means the concentration at half of the fitted maximal effect; nearly all actives have a fitted effect of over 55% in size
Target sequence (P14618 whole entry, looked up, canonical isoform): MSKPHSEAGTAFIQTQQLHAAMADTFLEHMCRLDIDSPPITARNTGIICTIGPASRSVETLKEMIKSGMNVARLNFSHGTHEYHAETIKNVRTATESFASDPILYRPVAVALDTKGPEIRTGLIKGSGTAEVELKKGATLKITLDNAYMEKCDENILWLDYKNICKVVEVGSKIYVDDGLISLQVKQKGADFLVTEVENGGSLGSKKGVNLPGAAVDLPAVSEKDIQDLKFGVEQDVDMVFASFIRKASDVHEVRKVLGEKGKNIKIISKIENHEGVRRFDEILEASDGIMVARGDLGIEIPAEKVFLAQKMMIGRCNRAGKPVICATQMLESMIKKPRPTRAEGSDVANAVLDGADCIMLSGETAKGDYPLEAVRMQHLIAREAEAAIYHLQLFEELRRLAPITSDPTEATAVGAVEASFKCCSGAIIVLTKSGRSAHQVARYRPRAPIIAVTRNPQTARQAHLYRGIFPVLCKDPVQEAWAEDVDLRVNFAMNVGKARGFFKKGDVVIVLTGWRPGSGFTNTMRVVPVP
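Kinase-Glo luminescence reports ATP generated from ADP (0.1 mM) and PEP (0.5 mM) by purified hPK-M2 after 1 h at room temperature, pH 7.2 imidazole buffer; intermediate enzyme activity allows detecting inhibitors and activators.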
KCNH2 3.1 block = qHTS for Inhibitors of KCHN2 3.1: Mutant qHTS; U2OS KCNH2 3.1, thallium flux FluxOr; active compounds read low; activity change, % (tested at about 1.8 µM); hit rate 0.95% among 340,000; AID 720553, 2013;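 active means maximum activity change below -70%; inconclusive means maximum activity change from -70% to -50%; inactive means maximum activity change above -50%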;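 further: thallium influx rate constant from kinetic fluorescence after stimulation buffer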
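Channel expression came from 3.1 mutant virus (1.77 x 10^8 /mL) applied to suspended U2OS cells for 4 h. Flux was tracked with FluxOr dye plus Red40 quencher, and kinetic rate constants normalized to controls.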
uPA generation = qHTS for Inhibitors of Cell Surface uPA Generation; cell surface uPA generation assay, qHTS; Potency, µM (highest dose often 38.3 µM), for the others: at the top dose activity change, negative = inhibition, hits mostly inhibitors; hit rate 0.31% among 330,000; AID 540303, 2011; active means well fitted inhibition curve with a large enough effect; inconclusive means small, poorly fitted or top-dose-only effect; inactive means no such curve, though single readings can be large or run the other way; tested in mouse RAW 264.7 cells; further: potency means the concentration at half of the fitted maximal effect; nearly all actives have a fitted effect of over 55% in size
Chronic BCR inh = qHTS Assay to Find Inhibitors of Chronic Active B-Cell Receptor Signaling | hit rate 0.05% among 340,000 | ABC-DLBCL IkBa-CBG/CBR reporter, luminescence ratio, 4 h | AID 493014, 2011 | Potency, µM (top dose mostly 46.1 µM), inactives show top-dose ratio change, negative = lower green/red ratio, usual class: inhibitors; active means well fitted inhibition curve with a large enough effect in the signal ratio, with a control signal flat, not every such curve was filed as active; inconclusive means small, poorly fitted or top-dose-only effect, or effect the other way, or a change in a side signal; the % refers to the signal ratio;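 further: potency means the concentration at half of the fitted maximal effect; plate controls were basal doxycycline-induced cells for no effect and cells given 10 µM MG132 for full effect; MG132 reads +100%, hits lower the ratio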
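Cell line TMD8 (human ABC DLBCL), stably expressing tet-inducible CBG68-IkBa fusion and CBR; IMDM/0.5% FBS; cpd up to 46 uM; dox induction, 4 h, 37C/5% CO2; dual luminescence; green/red ratio; MG132 control.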
* hit, by the source's call; ? = inconclusive; . = no result given; [ ] = dose if it differs, or a comment. Unless noted, the call rests on the fitted dose curve; in most records, active means well fitted curve in the direction sought with a large enough effect; inconclusive means small, poorly fitted or top-dose-only effect, or another doubt; inactive means no such curve, though single readings can be large; an effect the other way counts as inactive or inconclusive. Unless noted, on the % scale 0 is the no-effect control and ±100 the full control effect.

| canonical_smiles | USP2a inh | Giardia kill | B2AR arrestin | KCNH2 WT inh | GALK inhibitor | FBPA coupling cs | Eya2 phos inh | PKM2 activator | KCNH2 3.1 block | uPA generation | Chronic BCR inh |
| --- | --- | --- | --- | --- | --- | --- | --- | --- | --- | --- | --- |
| CC(=O)N(CCC(c1ccccc1)c1ccco1)Cc1cccs1 (stereo unspecified) | ? | -8 | 0.2% | -4 | . | 9 | -26% | 3% | -10 | 3% | -7% |
| CCOC(=O)Cn1c(=NC(=O)c2sc3ccccc3c2Cl)sc2cc(S(N)(=O)=O)ccc21 | 1% | -24 | -0.4% | 2 | -2% | 2 | 4% | 1% | 13 | 9% | -1% |
| O=C(Nc1ccc(Oc2cccnc2)nc1)c1ccc(C(F)(F)F)cc1 | -2% | 3 | -0.9% | -6 | 0% | -14 | ? | -9% | -20 | -7% | 10% |
| Cc1cc(NC(=O)c2cccnc2)ccc1Br | 2% | -22 | -0.2% | -6 | 1% | 1 | -26% | 3% | -2 | -2% | -5% |
| Cc1ccc(N2CCN(C(=S)c3ccc(-c4ccccc4[N+](=O)[O-])o3)CC2)cc1 | 0% | -2 | 0.1% | 4 | -1% | -2 | -11% | -7% | 21 | 1% | ? |
| CC1(C)CC(=O)N(CC(=O)O)c2ccccc2S1 | 2% | 3 | 0.2% | 12 | -1% | 4 | 11% | -3% | -11 | . | ? |
| Cc1cc2nc(N3CCN(C(=O)c4ccco4)CC3)sc2cc1C | -3% | 1 | -0.1% | -7 | . | . | -1% | . | -2 | 5% | ? |
| COc1ccccc1C(=O)NNC(=O)C(=O)N1CCCCC1 | 0% | -4 | -0.3% | 1 | 4% | . | 5% | -6% | 28 | 1% | 4% |
| O=C(c1ccco1)N1CCN(c2nc(C(F)(F)F)nc3c2nnn3Cc2ccccc2)CC1 | 2% | -14 | -0.4% | 10 | -4% | 1 | -27% | 10% | -2 | . | ? |
| COc1ccc(N2CCN(CC(=O)c3ccc(Cl)cc3)CC2)cc1 | -2% | -6 | 0.2% | -5 | 0% | -2 | 17% | . | -16 | -22% | 1% |
| CCC1(C)NC(=O)N(CC(=O)N2CCN(c3cccc(Cl)c3)CC2)C1=O (stereo unspecified) | 0% | 8 | -0.2% | 1 | . | . | 10% | . | 11 | -6% | 1% |
| COc1ccc(C(=O)Nc2ccc(Cl)cn2)cc1S(=O)(=O)N1CCCC1 | -2% | -7 | -0.7% | 3 | . | . | 2% | . | -4 | -17% | 12% |
| O=C(Nc1ccccc1)C1=C(O)CC(c2ccc(Cl)cc2)N2CCN=C12 (stereo unspecified) | 0% | 24 | 1.8% | 0 | -2% | -1 | -11% | 18µM* | -10 | -5% | ? |
| CCN(CC)S(=O)(=O)c1cccc(C(=O)Nc2sc3c(c2C(N)=O)CCCC3)c1 | -1% | -16 | -0.9% | 2 | -1% | . | 0% | -4% | 9 | . | 0% |
| Cc1ccc(NC(=O)Nc2cc(C(F)(F)F)c[nH]c2=O)cc1 | 3% | -15 | -0.5% | -7 | 10% | -5 | -13% | -2% | -10 | -1% | 1% |
| O=C(CCC(=O)N1CCN(S(=O)(=O)c2ccccc2Cl)CC1)c1ccccc1 | 0% | 9 | -0.3% | -11 | . | . | -12% | . | -1 | 4% | ? |
| CC1(C)Cc2c(oc3ncn4ncnc4c23)CO1 | 1% | 5 | -0.1% | -9 | 0% | 1 | -8% | 1% | 3 | 9% | 1% |
| N#Cc1ccc(NC(=S)NC(=O)C2CCCCC2)cc1 | -1% | 31[activator] | -0.2% | 27 | . | . | 1% | . | -9 | 4% | ? |
| C=CCOC(=O)C1=C(C)NC2(O)c3ccccc3C(=O)C12O (stereo unspecified) | -1% | -1 | 0.1% | -7 | 5% | 1 | 6% | 0% | 1 | 11% | 1% |
| Cc1c(C(=O)N2CCc3ccccc3C2)oc2ccc(S(=O)(=O)N3CCCCCC3)cc12 | -2% | 3 | 0.3% | -2 | 0% | 2 | -3% | -4% | 8 | -12% | 4% |
| COc1ccc(OC)c(C(=O)Cn2nnc3ccccc3c2=O)c1 | 0% | -5 | 2.5% | -17 | 1% | 0 | 11% | 0% | 4 | . | -3% |
| Cc1ccc(NC(=O)C2CCCN2S(=O)(=O)c2cccc3cccnc23)c(C)c1 (stereo unspecified) | 3% | 9 | 0.4% | -11 | -4% | . | 0% | . | 2 | -7% | ? |
| CCN1CCc2nc3sc(C(=O)N4CCc5ccccc5C4)c(N)c3cc2C1 | 1% | 21 | 0.6% | 4 | 0% | -5 | 3% | . | 9 | 0% | 4% |
| CN(CC(=O)Nc1cccc(F)c1)C(=O)c1cc([N+](=O)[O-])ccc1N1CCOCC1 | -1% | 1 | -1.4% | 5 | . | . | 11% | . | 10 | -7% | 1% |
| COc1cc(C(CCN2CCCCC2)c2c(OC)cc(OC)c3c(C)cc(=O)oc23)cc(OC)c1OC (stereo unspecified) | 8% | 6 | 0.0% | . | -1% | -2 | -2% | 4% | . | 12% | -13% |
| CC(C)Oc1ccc(C(=O)N2CCCc3ccccc32)cc1 | -2% | -12 | -0.7% | -12 | 1% | 1 | -5% | 8% | -19 | 1% | -4% |
| C/C(=N\NC(=O)c1cccc(Br)c1)c1cccc(NC(=O)c2ccc(C)o2)c1 | -2% | -1 | 0.4% | 10 | 0% | 3 | 7% | 0% | 6 | -2% | ? |
| O=C(O)CCCC(=O)N(Cc1ccccc1)Cc1ccccc1 | 0% | 5 | 0.2% | 16 | 4% | 17 | 10%[15.4 µM] | 0% | -16 | . | 14% |
| Oc1ccc(Br)cc1CNc1ccccn1 | 1% | 8 | -0.1% | -4 | -2% | 0 | ? | -1% | -13 | 0% | ? |
| CCN(Cc1nc(-c2cccc(C)c2)no1)C(=O)c1ccc2c(c1)OCO2 | -2% | -15 | 0.2% | 0 | -2% | -2 | 13% | . | 1 | -5% | 6% |
| O=c1[nH]c(=S)[nH]nc1Cc1ccccc1 | -3% | -6 | 0.4% | -17 | 5% | 2 | -11% | -18% | -10 | 0% | 6% |
| CCC(c1nnnn1C1CCCC1)N1CCC(C(N)=O)CC1 (stereo unspecified) | 0% | -8 | 0.0% | 0 | 2% | 2 | -12% | -3% | -1 | 7% | 0% |
| Cc1cc(C)c(O)c(N)c1 | -1% | . | 0.2% | . | 4% | -16 | 2% | 20% | . | . | 9% |
| Cc1c(NS(=O)(=O)c2cccc(C(=O)NCc3ccccc3Cl)c2)c(=O)n(-c2ccccc2)n1C | 1% | -2 | -0.8% | -25 | . | . | -17% | . | 14 | 0% | -5% |
| CCN(C(=O)COC(=O)CNC(=O)C12CC3CC(CC(C3)C1)C2)C1CCS(=O)(=O)C1 (stereo unspecified) | 0% | 2 | -0.8% | 3 | 3% | 4 | -2% | -4% | 7 | 2% | ? |
| C=CCNCCCOc1ccc(Cl)cc1C(C)(C)C | -2% | -3 | -0.6% | 10 | 5% | -13 | -5% | -10% | 12 | 5% | ? |
| COc1ccc(OC)c(S(=O)(=O)NC2CC(=O)N(c3cccc(F)c3)C2)c1 (stereo unspecified) | 1% | 4 | 0.2% | 0 | . | . | -5% | . | -36 | 3% | -12% |
| COCCn1c(CCc2ccccc2)n[nH]c1=S | 1% | ? | -0.1% | 1 | 1% | 2 | -5% | -9% | -8 | 1% | 0% |
| CN(C)C1C(=O)c2ccccc2C1=O | 2% | -7 | 0.3% | 0 | 1% | 0 | 2% | -3% | 1 | -1% | -2% |
| NC(=O)c1ccccc1NC(=O)c1ccccc1F | -1% | -19 | 3.5% | -4 | 0% | 1 | 18% | -2% | 5 | 2% | ? |
| O=C(Nc1ncc([N+](=O)[O-])s1)c1ccccc1Br | 5% | -93* | 0.4% | 1 | -3% | -3 | 3% | -5% | -47 | ? | ? |
| Cc1cccc2nc(CSc3nc4ccccc4o3)cn12 | 3% | 0 | -0.6% | 0 | 1% | 5 | 5% | 8% | -9 | -3% | ? |
| CCOC(=O)CNC(=O)CSc1nc(-c2ccc(OC)cc2)ns1 | -3% | -5 | -0.8% | -8 | 8% | -1 | -4% | -25% | -8 | 0% | -1% |
| O=C(O)c1c[nH]c(=O)c2ccccc12 | 8% | -5 | 0.1% | 17 | 2% | 3 | 7% | 4% | -22 | -3% | 0% |

High-throughput results (PubChem)
